Source: PubChem (National Center for Advancing Translational Sciences (NCATS))
L3MBTL1 block: blocks human L3MBTL1; Potency, µM (series often up to 57.1 µM), for the others: at the top dose activity, negative = inhibition, actives largely listed as inhibitors; hit rate 0.66% among 230,000; Q9Y468; AlphaScreen L3MBTL1–H3K9me1 peptide binding; AID 485360; further: on the % scale 0 is the no-effect control and ±100 the full control effect; nearly all actives have a fitted effect of over 60% in size
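L3MBTL1 50 nM + b-AHA-H3(1-15)K9me1 75 nM, 30 min RT; compound added, 30 min RT; streptavidin donor/Ni-chelate acceptor beads 10 ug/mL each final, 30 min RT dark; AlphaScreen read.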
RECQ1 helicase: blocks DNA unwinding by human RECQ1; hit rate 0.54% among 240,000; AID 2549; Potency, µM (series often up to 57.3 µM), for the others: at the highest dose activity, negative = inhibition, actives largely listed as inhibitors; RECQ1 DNA unwinding, red fluorescence kinetic read;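 further: plate controls were vehicle for no effect and no enzyme for full effect; nearly all actives have a fitted effect of over 30% in size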
Target sequence (P46063 whole entry, looked up): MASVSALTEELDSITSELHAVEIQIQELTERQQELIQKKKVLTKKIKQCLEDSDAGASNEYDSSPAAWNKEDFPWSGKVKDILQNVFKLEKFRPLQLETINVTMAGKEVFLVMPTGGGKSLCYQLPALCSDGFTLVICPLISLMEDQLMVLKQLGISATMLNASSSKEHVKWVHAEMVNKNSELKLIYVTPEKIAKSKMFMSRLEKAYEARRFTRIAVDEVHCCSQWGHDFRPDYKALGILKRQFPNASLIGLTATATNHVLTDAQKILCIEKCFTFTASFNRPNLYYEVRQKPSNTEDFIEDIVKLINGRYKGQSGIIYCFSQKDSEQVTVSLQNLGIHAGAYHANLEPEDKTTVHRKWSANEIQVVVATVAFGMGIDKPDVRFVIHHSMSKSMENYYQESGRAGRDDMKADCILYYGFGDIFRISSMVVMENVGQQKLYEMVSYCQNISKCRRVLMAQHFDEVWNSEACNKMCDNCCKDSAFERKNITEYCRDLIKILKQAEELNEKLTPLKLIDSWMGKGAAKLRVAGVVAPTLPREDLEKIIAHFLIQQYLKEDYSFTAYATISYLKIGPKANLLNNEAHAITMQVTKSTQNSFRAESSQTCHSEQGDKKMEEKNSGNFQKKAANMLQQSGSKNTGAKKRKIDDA
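RECQ1T1 50 nM; forked duplex (20 bp + 30-nt ss tails) 200 nM, ATP 2 mM final; pH 8.0, 2 mM MgCl2, 2.5 ug/ml poly(dI-dC); 15 min compound preincubation; discontinuous kinetic read over 2 h at RT.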
Tau fluor cs: counter-screen for tau fibril formation inhibitors; hit rate 0.93% among 280,000; tau K18 P301L Alexa594 fluorescence, heparin fibrillization; Potency, µM (highest dose often 57.7 µM), without a hit: top-dose activity change, negative = decrease; further: on the % scale 0 is the no-effect control and ±100 the full control effect; nearly all actives have a fitted effect of over 55% in size
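Human K18 P301L tau (15 uM unlabeled plus 0.24 uM Alexa 594-labeled, final) in 100 mM sodium acetate pH 7 was mixed with compound and 20 uM heparin and incubated 6 hr at 37 C.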
Tau fibril ThT: tau fibrillization inhibition (ThT binding) | AID 1460 | Potency, µM (top dose mostly 57.4 µM), inactives show at the highest dose activity, negative = inhibition, usual class: inhibitors | hit rate 2.1% among 270,000 | recombinant tau K18 P301L (four-repeat tau fragment), heparin-induced fibrillization, ThT fluorescence; further: on the % scale 0 is the no-effect control and ±100 the full control effect; nearly all actives have a fitted effect of over 55% in size
Target sequence (P10636 561-689 P618L limits assumed): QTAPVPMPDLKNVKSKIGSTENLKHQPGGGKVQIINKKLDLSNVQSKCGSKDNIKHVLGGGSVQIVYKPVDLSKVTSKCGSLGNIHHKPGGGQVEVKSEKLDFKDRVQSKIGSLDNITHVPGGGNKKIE
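Tau K18 P301L fragment (15 uM unlabeled plus 0.24 uM Alexa 594-labeled) in 100 mM sodium acetate pH 7 with compound, fibrillization induced by 20 uM heparin for 6 hr at 37 C. Thioflavin T (30 uM) added, fluorescence read after 1 hr (ex 450, em 510 nm).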
HTT cytoprotect: Huntington cell model cytoprotection by ATP luminescence | PC12 HTT-Q103 induced, cytoprotection, ATP luminescence, 40 h | Potency, µM (top dose mostly 56.4 µM), for inactives: cytoprotection (ATP increase), actives largely listed as activators | hit rate 0.14% among 230,000 | AID 1471;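 further: % of control where 0% means no effect; nearly all actives have a fitted effect of over 45% in size; toxic huntingtin expression switched on by the ecdysone agonist tebufenozide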
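Compounds added alongside 100 nM tebufenozide, which induces toxic Q103 huntingtin exon 1-GFP in stable PC12 cells; surviving cells quantified by luminescent ATP measurement. Medium: phenol red-free DMEM, 5% equine and 5% calf serum.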
TRb SRC2 PPI: disrupts binding of human TR beta to SRC2; P10828; TRbeta-SRC2 peptide binding, fluorescence polarization; receptor liganded with 1 µM T3; Potency, µM (doses to about 106 µM), for the others: at the top dose activity change, negative = inhibition, actives largely listed as inhibitors; hit rate 0.065% among 280,000; AID 1469;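 further: plate controls were bound peptide for no effect and peptide without receptor for full effect; nearly all actives have a fitted effect of over 50% in size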
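Decrease in fluorescence polarization of 20 nM Texas Red SRC2 coactivator peptide flagged inhibition of its binding to 0.6 uM TRb LBD; 1 uM T3 included, incubation 5 hr, ex 555/em 632 nm.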
Tau fibril FP: tau fibrillization inhibition (FP); P10636; K18 P301L tau heparin fibrillization, Alexa594 FP, 6 h; Potency, µM (doses to about 57.7 µM), without a hit: at the highest dose activity, negative = inhibition, most hits filed as inhibitors; hit rate 0.39% among 280,000; AID 1468; further: on the % scale 0 is the no-effect control and ±100 the full control effect; nearly all actives have a fitted effect of over 55% in size
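Read-out: fluorescence polarization of Alexa 594-labeled tau (0.24 uM), 555 nm excitation, 632 nm emission. Mixtures held 15 uM unlabeled K18 P301L, compound and 20 uM heparin, pH 7 acetate buffer, incubated 6 hr at 37 C.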
TR SRC2 fluor cs: alters Texas Red total fluorescence, flagging assay interference. TRb/SRC2 Texas Red total fluorescence interference. Potency, µM (doses to about 106 µM), for inactives: at the top dose fluorescence change, negative = quenching. hit rate 0.29% among 280,000; active means well fitted curve in either direction with a large enough effect; inconclusive means small, poorly fitted or top-dose-only effect; further: on the % scale 0 is the no-effect control and ±100 the full control effect
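Human TRb ligand-binding domain at 0.6 uM with 20 nM Texas Red SRC2 peptide in Tris buffer containing 1 uM T3 and 5% DMSO, incubated with compound 5 h at ambient temperature. Total fluorescence (555/632 nm) calculated as parallel + 2 × perpendicular.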
Active calls of the source: *; i = inactive; ? = inconclusive; . = not tested or not shown; [ ] = dose if it differs, or a comment. Unless noted, the call rests on the fitted dose curve; in most records, active means well fitted curve in the direction sought with a large enough effect; inconclusive means small, poorly fitted or top-dose-only effect, or another doubt; inactive means no such curve, though single readings can be large; an effect the other way counts as inactive or inconclusive. Potency means the concentration at half of the fitted maximal effect.

SMILES	L3MBTL1 block	RECQ1 helicase	Tau fluor cs	Tau fibril ThT	HTT cytoprotect	TRb SRC2 PPI	Tau fibril FP	TR SRC2 fluor cs
O=S(=O)(Nc1ccc2cn[nH]c2c1)c1ccccc1	3%	0%	-4%	5%	-27%	-1%	1%	1%
Cc1ccc(S(=O)(=O)N2CCN(C(=S)NCc3ccc4c(c3)OCO4)CC2)cc1	-13%	i	?	4%	5%[10 µM]	-1%	?	-2%
CCN(Cc1ccccc1)C(=S)Nc1cc(C(=O)OC)ccc1C(=O)OC	-10%	-5%	-26%	-13%	.	-4%	-3%	-1%
O=C(CCC1CCCC1)N1CCN(C(=O)C2CC2)CC1	6%	-3%	11%	14%	-5%[10 µM]	6%	5%	-4%
COc1ccc(-c2cc(C(F)(F)F)n3ncc(C(=O)O)c3n2)cc1OC	-2%	-2%	-1%	-14%	-7%[10 µM]	-4%	-4%	-3%
COc1c(C)cc(S(=O)(=O)NC2CC(C)(C)NC(C)(C)C2)c(C)c1C	-8%	-3%	-4%	-17%	-22%[1.9 µM]	5%	-6%	-2%
Cc1ccc(C(C(=O)NC2CCCCC2)N2CCCC2)cc1 (centres undefined)	-9%	2%	-3%	-5%	7%[10 µM]	-1%	1%	-1%
COCCNC(=O)C(=O)c1cc(C)n(-c2ccc([N+](=O)[O-])cc2)c1C	-6%	-5%	-1%	-4%	13%[10 µM]	-4%	7%	-5%
CN(Cc1ccccc1)C(=O)COc1cc(=O)n(C)c2ccccc12	.	1%	-10%	0%	-4%	-7%	-5%	-9%
COc1ccc(Cl)cc1C(=O)Nc1ccc(S(=O)(=O)N2CCCC2)cc1	.	i	-20%	3%	2%	-1%	-3%	-5%
COCc1cc(C)n(CC(=O)N2CCCC2)c(=O)c1C#N	5%[11.4 µM]	i	-3%	-8%	1%	-4%	-5%	-4%
O=C(CNC(=O)/C=C/c1ccccc1)N=Nc1c(O)n(Cc2ccccc2)c2ccccc12	-6%	-5%	-29%	?	27%[10 µM]	7%	-15%	-1%
CCSc1cc(N2CCCC2)nc(-c2ccc(F)cc2)n1	12%	6%	3%	4%	-2%	-9%	4%	-1%
COC(=O)c1c(-c2ccccc2)c(-c2ccccc2)nn(C)c1=O	1%	.	-6%	-8%	.	-1%	0%	0%
CCCc1cc2c(-c3ccccc3)cc(=O)oc2cc1OCc1ccc(C(=O)O)o1	0%	-24%	-2%	-8%	.	-7%	-3%	-2%
O=C(CCCN1C(=O)/C(=C/c2ccco2)SC1=S)Nc1ccccc1C(=O)O	7.1µM*	8.9µM*	-21%	?	1%[10 µM]	6%	-8%	-14%
COc1ccccc1CNC(=O)C1(C)Oc2cccnc2NC1=O (centres undefined)	-2%	8%	5%	5%	.	-4%	2%	-2%
CCCn1nc(NC(=O)c2cccs2)c2cc3ccccc3nc21	65%[activator]	-3%	?	?	-86%[inhibitor]	-6%	-5%	-2%
CCc1ccc(NC(=O)CSc2nccn2C2CCCC2)cc1	.	.	-10%	-6%	.	0%	3%	-1%
CCn1c(CSc2nc3ccccc3[nH]2)n[nH]c1=S	7%	-8%	3%	5%	5%[10 µM]	2%	3%	2%
COc1cc(CN2CCC(C(=O)N3CCN(c4ccccc4F)CC3)CC2)ccc1O	4%	1%	1%	-10%	2%[10 µM]	8%	4%	-2%
CC(C)CNC(=O)COc1ccc2c3c(c(=O)oc2c1)CCC3	1%	10%	-15%	-5%	30%	7%	-1%	-6%
CC(=O)c1c(C)oc2c1cc(O)c1ccccc12	.	15%	-20%	.	-16%[10 µM]	5%	0%	0%
Cc1cccc(CS(=O)(=O)CC2Nc3ccc(C(=O)NCc4ccccc4)cc3NC2=O)c1 (centres undefined)	.	.	-20%	?	.	2%	?	-2%
NC(=O)C1=C[C@@H](c2ccc(Br)cc2)C[C@@H](OCCCCO)O1	9%	i	-9%	?	12%[10 µM]	-3%	?	-2%
c1ccc2[nH]c3cc4ncnc4cc3nc2c1	-22%	8%	-12%	?	.	6%	-5%	-11%
Cc1ccc(-c2cc(Cc3ccc(F)cc3)c(=O)[nH]n2)cc1	.	-4%	-8%	.	5%[10 µM]	-10%	3%	0%
Cc1ccc(Nc2ncnc(N)n2)cc1	-6%	4%	-15%	-6%	3%[10 µM]	-2%	-2%	-1%
Nc1nc(-c2ccccc2)[nH]c(=O)c1N=O	.	-7%	?	.	-12%[10 µM]	1%	?	-4%
CN(C)c1ccc(/C=N\NC(=O)CC#N)cc1	.	-7%	-24%	?	-61%[inhibitor]	0%	-12%	-6%
CC1=C(C(=O)N2CCCCC2)C(c2cccc(Cl)c2)n2c(nc3ccccc32)N1 (centres undefined)	.	.	-12%	-10%	.	-2%	9%	-11%
COC(=O)c1ccccc1NC(=O)c1ccc2c(=O)n3c(nc2c1)CCCCC3	.	.	-6%	-1%	.	-1%	1%	0%
CCOC(=O)c1ccc2c(c1)sc(=NC(=O)c1ccco1)n2CCOC	?	0%	-3%	?	0%[10 µM]	1%	0%	0%
COc1cc(C(=O)NCC(=O)OCn2nnc3ccccc3c2=O)cc(OC)c1OC	.	-3%	-6%	-8%	-15%	-2%	-3%	1%
COC(=O)C1CCN(c2c([N+](=O)[O-])cc(C(F)(F)F)cc2[N+](=O)[O-])CC1	-23%	-4%	-24%	?	-17%[10 µM]	-7%	10%	-3%
Cc1cccc(-n2ncc3c(NNC(=O)c4ccccc4Cl)ncnc32)c1	.	.	-18%	?	.	1%	?	-1%
O=C1CCCC2=C1C(c1ccc(O)c(Br)c1)C1=C(CCCC1=O)N2c1ccccc1	-3%	i	-20%	-12%	.	2%	5%	6%
CC(=O)N1CCc2ccc(S(=O)(=O)Nc3ccccc3Cl)cc21	5%	i	0%	-6%	11%[10 µM]	1%	6%	7%
COC(=O)[C@@]1(Cc2ccc(F)cc2)[C@H]2c3cc(C(=O)N4CCCC4)n(CCN4CNCC4=O)c3C[C@H]2CN1C(=O)c1ccccc1	.	-9%	-1%	-17%	13%	5%	-2%	4%
CCC(N)C12CC3CC(CC(O)(C3)C1)C2 (centres undefined)	22%	i	1%	-2%	13%[10 µM]	2%	10%	-1%

Brought forward from above: 6 entries; new compounds follow.
SMILES	L3MBTL1 block	RECQ1 helicase	Tau fluor cs	Tau fibril ThT	HTT cytoprotect	TRb SRC2 PPI	Tau fibril FP	TR SRC2 fluor cs
COC(=O)C1CCN(c2c([N+](=O)[O-])cc(C(F)(F)F)cc2[N+](=O)[O-])CC1	-23%	-4%	-24%	?	-17%[10 µM]	-7%	10%	-3%
Cc1cccc(-n2ncc3c(NNC(=O)c4ccccc4Cl)ncnc32)c1	.	.	-18%	?	.	1%	?	-1%
O=C1CCCC2=C1C(c1ccc(O)c(Br)c1)C1=C(CCCC1=O)N2c1ccccc1	-3%	i	-20%	-12%	.	2%	5%	6%
CC(=O)N1CCc2ccc(S(=O)(=O)Nc3ccccc3Cl)cc21	5%	i	0%	-6%	11%[10 µM]	1%	6%	7%
COC(=O)[C@@]1(Cc2ccc(F)cc2)[C@H]2c3cc(C(=O)N4CCCC4)n(CCN4CNCC4=O)c3C[C@H]2CN1C(=O)c1ccccc1	.	-9%	-1%	-17%	13%	5%	-2%	4%
CCC(N)C12CC3CC(CC(O)(C3)C1)C2 (centres undefined)	22%	i	1%	-2%	13%[10 µM]	2%	10%	-1%
CN(C)c1cccc(C(=O)Nc2nc3ccc(S(=O)(=O)N4CCCC4)cc3s2)c1	.	.	?	?	.	-1%	?	-4%
COc1ccc(C(=O)NCc2cc(C)nc3ccccc23)cc1OC	11%	-12%	-7%	-5%	-43%[inhibitor]	-7%	?	2%
COc1ccc(N(C(=O)c2ccco2)S(=O)(=O)c2cccs2)cc1	0%	i	-11%	-13%	2%	-2%	-3%	5%
Cc1ccccc1CC1(CO)CCCN(Cc2c(C)nn(C)c2Cl)C1 (centres undefined)	39%[activator]	23%	3%	6%	20%[10 µM]	-13%	1%	-7%
COC(=O)Cc1cc(=O)n2[nH]c(C)nc2n1	.	6%	4%	-2%	-4%[0.074 µM]	1%	0%	-2%
CN1CCN(C(=O)c2ccc3c(c2)NC(=O)C(N2CCOCC2)S3)CC1 (centres undefined)	-4%	-6%	-1%	-9%	8%	-9%	-5%	-2%
C=CCNc1ccc(C(=O)O)cc1	8%	-1%	8%	5%	11%[10 µM]	6%	1%	-6%
COC(=O)c1ccc(CN2CCCC(CCC(=O)NCc3ccc(C)o3)C2)cc1 (centres undefined)	-12%	i	3%	-12%	7%[10 µM]	-2%	2%	-2%
O=C(Nc1ccccc1F)C1(c2ccccc2)CC1(Cl)Cl (centres undefined)	22%	-6%	-2%	2%	20%[0.074 µM]	6%	-2%	-1%
O=C(Nc1ccccc1N1CCOCC1)c1csc2c1CCCC2	-3%	-1%	-29%	?	4%[10 µM]	6%	7%	0%

This is a subset; the hit share may differ from the screen's.
